Screens (PubChem BioAssay)
EPAC2 ag – activates human EPAC2 exchange factor; actives 0.079% (n = 360,000); Potency, µM (series often up to 154 µM), for the others: at the top dose activation, usual class: activators; AID 720711; EPAC2 activation, biochemical qHTS; response scale: 100% = 6.5 mM cAMP response; note: potency is the fitted concentration of half-maximal effect; nearly all actives have a fitted effect of over 50% in size
Target sequence (Q8WZA2 whole entry, looked up): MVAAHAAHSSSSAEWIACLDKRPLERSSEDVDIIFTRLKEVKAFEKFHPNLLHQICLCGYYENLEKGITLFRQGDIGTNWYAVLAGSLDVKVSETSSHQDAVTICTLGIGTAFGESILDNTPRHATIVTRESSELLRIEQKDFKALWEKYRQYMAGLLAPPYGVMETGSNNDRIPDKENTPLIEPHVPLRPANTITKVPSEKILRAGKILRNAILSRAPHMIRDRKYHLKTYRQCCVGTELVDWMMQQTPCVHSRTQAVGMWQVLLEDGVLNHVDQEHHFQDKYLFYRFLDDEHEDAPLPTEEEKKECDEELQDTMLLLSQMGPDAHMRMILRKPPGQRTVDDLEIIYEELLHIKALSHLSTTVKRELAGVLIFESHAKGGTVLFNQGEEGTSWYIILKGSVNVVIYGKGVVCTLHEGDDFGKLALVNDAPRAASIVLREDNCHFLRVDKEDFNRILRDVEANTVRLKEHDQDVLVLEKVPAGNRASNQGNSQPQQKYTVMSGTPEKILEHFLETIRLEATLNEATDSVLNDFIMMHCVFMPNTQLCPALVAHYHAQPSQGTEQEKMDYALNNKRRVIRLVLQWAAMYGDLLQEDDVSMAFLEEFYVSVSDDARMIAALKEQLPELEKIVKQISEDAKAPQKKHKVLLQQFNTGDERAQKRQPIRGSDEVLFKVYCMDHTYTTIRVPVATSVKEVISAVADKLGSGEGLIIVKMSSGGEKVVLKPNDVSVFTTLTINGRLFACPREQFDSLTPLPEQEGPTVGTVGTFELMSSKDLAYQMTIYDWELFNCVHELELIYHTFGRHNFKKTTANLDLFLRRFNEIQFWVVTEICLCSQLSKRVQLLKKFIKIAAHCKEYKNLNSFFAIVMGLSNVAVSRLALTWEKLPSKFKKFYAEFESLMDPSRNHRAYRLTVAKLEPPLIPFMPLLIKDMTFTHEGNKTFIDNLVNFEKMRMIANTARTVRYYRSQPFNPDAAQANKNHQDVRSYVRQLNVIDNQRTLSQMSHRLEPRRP
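Compounds were added across a concentration range to EPAC2 (100 nM), RAP1B-BODIPY-GDP (250 nM) and GDP (50 uM). After 5 min at room temperature, fluorescence was recorded at 5-min intervals for 30 min.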
Nrf2 ARE act – activates Nrf2 signaling. AREc32 ARE-luciferase reporter (MCF7-derived line), luminescence, 24 h. Potency, µM (highest dose often 46.1 µM), without a hit: top-dose activation, usual class: activators. actives 0.31% (n = 410,000). AID 624171; note: potency is the fitted concentration of half-maximal effect; % of control where 0% means no effect; nearly all actives have a fitted effect of over 65% in size
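AREc32 cells carrying an ARE-driven firefly luciferase, 1000 cells/well in OPTI-MEM with 5% FBS, dosed after overnight attachment and incubated 24 hr at 37 deg C. Steady-Glo luminescence read after 30 min at RT.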
Nrf2 inh – blocks Nrf2 signaling; A549 ARE-Fluc reporter, luciferase luminescence, 18-24 h; Potency, µM (titrated, usually from 46 µM), for inactives: at the top dose activity change, negative = inhibition, actives largely listed as inhibitors; actives 2.1% (n = 360,000); note: potency is the fitted concentration of half-maximal effect; % is set by controls: 0 for no effect and ±100 for the full control effect; nearly all actives have a fitted effect of over 60% in size
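Cells were seeded and rested 2 h, then exposed to compounds for 18-24 h. CellTiter-Fluor was read first as a viability measure. BugLite was added 15 min before the final luminescent read of ARE-luciferase activity in A549 cells.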
A549 tox – A549 cytotoxicity, counter-screen for Nrf2 inhibitors; A549 ARE-Fluc cells, CellTiter-Fluor viability, 18-24 h; Potency, µM (titrated, usually from 46 µM), for inactives: top-dose activity change, negative = cytotoxicity, usual class: inhibitors; actives 0.16% (n = 390,000); note: potency is the fitted concentration of half-maximal effect; % is set by controls: 0 for no effect and ±100 for the full control effect
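A549 ARE_Fluc cells in 5% FBS OPTI-MEM were exposed to compounds in concentration-response for 18-24 h at 37 deg C. Viability was read by CellTiter-Fluor fluorescence (Ex 405/Em 525) after 30 min, before the luciferase read.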
CCT modulator – cytosolic chaperonin activity modulation; purified chaperonin ATPase assay, HTRF ADP detection, 30 min; activity change, % (concentration not given with the values), hits read low; actives 0.3% (n = 360,000); in the data active = activity change below about -30%; note: % is set by controls: 0 for no effect and ±100 for the full control effect
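Nucleotide hydrolysis assay: TRiC at 20–40 nM final (set by batch activity) with 10 uM ATP, 30 min at 37 °C, in presence of 76 uM compound. Detection by competitive ADP HTRF, 30 min ambient.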
Akt phos inh – blocks phosphorylation of Akt | Neuro2A IGF-stimulated pAkt S473 HTRF, 20 min; hits give low values | activity change, % for hits at 50 µM | actives 0.32% (n = 360,000) | AID 651550; in the data active = activity change below about -80%; inconclusive = mostly about -51% to -80%; note: % is set by controls: 0 for no effect and ±100 for the full control effect
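Neuro2A cells in DMEM with 0.5% FBS, overnight at 37 deg C, given compound at single 50 µM final, then IGF (6 nM final) for 20 min at 37 deg C. Lysed; phospho-Akt Ser473 by HTRF after 24 h, 665/615 ratio.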
TGFb inhibitor – inhibitors of TGF-b signaling; HepG2 CAGA-GFP TGF-b/SMAD3 reporter, GFP fluorescence, 18 h; TGF-beta stimulated, 500 pg/mL final; Potency, µM (highest dose often 46.1 µM), for the others: top-dose activity, negative = inhibition, usual class: inhibitors; actives 1.2% (n = 410,000); AID 588855; note: potency is the fitted concentration of half-maximal effect; % is set by controls: 0 for no effect and ±100 for the full control effect; nearly all actives have a fitted effect of over 65% in size
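Smad-responsive CAGA-GFP expression was quantified in HEPG2 cells exposed to compounds and 500 pg/mL final TGF-beta for 18 h at 37 degrees C; unstimulated wells defined full inhibition.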
EPAC2 antagonist – antagonists of human EPAC2; actives 0.18% (n = 360,000); AID 720708; Potency, µM (highest dose often 114 µM), for the others: top-dose activity, negative = inhibition, hits mostly inhibitors; EPAC2 GEF exchange of Rap1B-BODIPY-GDP, fluorescence; Q8WZA2; note: potency is the fitted concentration of half-maximal effect; % is set by controls: 0 for no effect and ±100 for the full control effect; nearly all actives have a fitted effect of over 45% in size; many of its hits are not listed in these tables
MmCpn inh – inhibitors of Methanococcus maripaludis chaperonin (MmCpn). purified Mm-Cpn ATPase, ADP Transcreener TR-FRET. Potency, µM (highest dose often 76.9 µM), for the others: top-dose activity, negative = inhibition, most hits filed as inhibitors. actives 0.031% (n = 330,000). AID 504842; note: potency is the fitted concentration of half-maximal effect; % is set by controls: 0 for no effect and ±100 for the full control effect; nearly all actives have a fitted effect of over 80% in size
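Purified archaeal chaperonin (25 nM final) was preincubated with compound for 10 min at 37°C, then ATP (10 uM final) was added for 30 min at 37°C in Tris pH 7.4/KCl/MgCl2/DTT buffer. ADP was quantified by HTRF Transcreener TR-FRET.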
Numbers without * were called inactive; i = inactive; u = inconclusive; x = not tested or not shown. Unless noted, calls come from the whole dose curve; as a rule, active = well fitted curve in the direction sought with a large enough effect; inconclusive = small, poorly fitted or top-dose-only effect, or another doubt; inactive = no such curve, though single readings can be large; an effect the other way counts as inactive or inconclusive.

Start of the listing, in advance, 3 compounds:
1. O=[N+]([O-])c1cc(S(=O)(=O)N2CCCC2)ccc1NN=C1CCCCC1
2. CCOc1ccccc1C(C(=O)NC1CCCCC1)N(C(=O)c1csnn1)C1CC1 (stereo not drawn)
3. COc1cc(-c2cc(-c3ccccc3)nc(SCC(=O)Nc3nccs3)c2C#N)cc(OC)c1OC
screen / no. | 1 | 2 | 3
EPAC2 ag | -1% | 3% | 7%
Nrf2 ARE act | -0.4% | -1.0% | 0.6%
Nrf2 inh | 3% | -18% | u
A549 tox | 8% | -23% | u
CCT modulator | -0.5 | 1.1 | 1.0
Akt phos inh | i | i | u
TGFb inhibitor | 3% | 7% | 9%
EPAC2 antagonist | -8% | 7% | -5%
MmCpn inh | -1% | -13% | 0%

Main list, from the start:
1. O=[N+]([O-])c1cc(S(=O)(=O)N2CCCC2)ccc1NN=C1CCCCC1
2. CCOc1ccccc1C(C(=O)NC1CCCCC1)N(C(=O)c1csnn1)C1CC1 (stereo not drawn)
3. COc1cc(-c2cc(-c3ccccc3)nc(SCC(=O)Nc3nccs3)c2C#N)cc(OC)c1OC
4. COc1cccc(Nc2nn3c(=O)c4ccccc4nc3s2)c1
5. O=S(=O)(NCCc1ccccc1)c1cccs1
6. CCCCNC(=O)C(=O)c1ccccc1NC(C)=O
7. COc1cc(C2C(C(=O)c3ccc(C)o3)=C(O)C(=O)N2CCN2CCOCC2)ccc1OCCC(C)C (stereo not drawn)
8. COc1ccc(-c2cc(C(F)(F)F)nc(SCC(=O)NCc3cnn(C)c3C)n2)cc1OC
screen / no. | 1 | 2 | 3 | 4 | 5 | 6 | 7 | 8
EPAC2 ag | -1% | 3% | 7% | 3% | 15% | 10% | -14% | 13%
Nrf2 ARE act | -0.4% | -1.0% | 0.6% | 21% | -0.8% | -0.7% | 2.4% | 0.7%
Nrf2 inh | 3% | -18% | u | u | 13% | -2% | 3% | 1%
A549 tox | 8% | -23% | u | -3% | 9% | -1% | -9% | -7%
CCT modulator | -0.5 | 1.1 | 1.0 | x | -0.8 | 0.9 | -4.0 | -2.8
Akt phos inh | i | i | u | x | i | i | i | i
TGFb inhibitor | 3% | 7% | 9% | 3% | 5% | 16% | 4% | -2%
EPAC2 antagonist | -8% | 7% | -5% | 0% | -2% | -5% | -2% | -6%
MmCpn inh | -1% | -13% | 0% | -18% | u | 2% | -10% | 2%

9. CCCCN(Cc1nc2ccccc2c(=O)[nH]1)C(=O)COc1ccc(F)cc1Cl
10. O=C(NCC1CCCCC1)c1ccc(Br)o1
11. CCCOP(=O)(OCCC)C1(Nc2ccc(C)cc2)CCCCC1
12. Cc1ccc(CN2CCSc3ccc(C(=O)NC4CCN(Cc5ccccc5)CC4)cc32)cc1
13. COC(=O)c1c(NC(=O)C2C3CCC(C3)C2C(=O)O)sc2c1CCCCC2 (stereo not drawn)
14. CCCCCCCC1CC(CSC(=N)N)OC1=O (stereo not drawn)
15. COC(=O)c1ccc(NC(=S)N2CCN(Cc3ccc(Cl)cc3)CC2)cc1
16. COc1ccc(N2CC(C(=O)Nc3ccc4c(c3)OCO4)CC2=O)cc1 (stereo not drawn)
screen / no. | 9 | 10 | 11 | 12 | 13 | 14 | 15 | 16
EPAC2 ag | -2% | 9% | 3% | 5% | -4% | 2% | 21% | 3%
Nrf2 ARE act | -0.5% | 3.1% | 0.4% | -0.7% | 2.2% | 5.2% | 0.1% | 0.2%
Nrf2 inh | -12% | 14% | -12% | -3% | 19% | 7% | u | -9%
A549 tox | -16% | -1% | -2% | -5% | -10% | -3% | u | -1%
CCT modulator | -0.7 | -27 | -0.9 | -3.3 | -3.2 | -0.9 | -2.7 | -1.3
Akt phos inh | i | i | i | i | i | i | i | i
TGFb inhibitor | 1% | 3% | 7% | -15% | -1% | -24% | 0% | -22%
EPAC2 antagonist | 0% | -2% | -2% | -7% | -16% | 3% | -22% | 14%
MmCpn inh | 2% | 1% | -6% | -6% | -3% | -1% | 0% | -2%

17. C[C@@H]1CN([C@H](C)CO)C(=O)c2cc(/C=C/c3ccccc3)cnc2O[C@H]1CN(C)C(=O)NC1CCCCC1
18. COc1cccc(C(=O)Nc2nc3ccccc3s2)c1
19. OC(COc1ccccc1)CSc1ncn[nH]1 (stereo not drawn)
20. Cc1ccc(-c2nnc(Nc3ccc(Cl)cc3)c3ccccc23)cc1S(=O)(=O)NCC1CCCO1 (stereo not drawn)
21. Cc1ccc(C(=O)NCC(=O)OCC(=O)/C=C2\N(C)c3ccccc3C2(C)C)cc1C
22. CCCC1=NCCn2cccc21
screen / no. | 17 | 18 | 19 | 20 | 21 | 22
EPAC2 ag | 3% | 13% | -3% | x | 11% | 2%
Nrf2 ARE act | 0.9% | 12% | -0.4% | 5.5% | 0.3% | -0.3%
Nrf2 inh | x | u | x | -11% | -15% | 26%
A549 tox | x | -16% | -4% | -15% | 0% | -8%
CCT modulator | 0.1 | 1.2 | -1.7 | x | -2.2 | -0.2
Akt phos inh | i | i | i | x | i | i
TGFb inhibitor | -3% | -7% | u | u | -20% | 5%
EPAC2 antagonist | 5% | 3% | 14% | x | -7% | 5%
MmCpn inh | x | -1% | 3% | x | -5% | -1%

Whole records as entered above:
Cc1ccc(-c2nnc(Nc3ccc(Cl)cc3)c3ccccc23)cc1S(=O)(=O)NCC1CCCO1 (stereo not drawn) as listed: EPAC2 ag = x; Nrf2 ARE act = 5.5%; Nrf2 inh = -11%; A549 tox = -15%; CCT modulator = x; Akt phos inh = x; TGFb inhibitor = u; EPAC2 antagonist = x; MmCpn inh = x
OC(COc1ccccc1)CSc1ncn[nH]1 (stereo not drawn) as listed: EPAC2 ag = -3%; Nrf2 ARE act = -0.4%; Nrf2 inh = x; A549 tox = -4%; CCT modulator = -1.7; Akt phos inh = i; TGFb inhibitor = u; EPAC2 antagonist = 14%; MmCpn inh = 3%

Only part of the results is shown; rates above refer to the full screens.
